Screening results as filed in PubChem.
Hck Nef HTS: human Hck-Nef kinase inhibition; P08631; Recombinant Hck-YEEI plus Nef, Z-Lyte FRET kinase assay; inhibition, % at 20 µM; actives 0.68% (n = 220,000);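 active = Hck-Nef kinase inhibition above about 50%, limit read from the data; inactive = inhibition below that limit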;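 note: 0% = DMSO with Hck plus Nef and 100% = Hck alone without Nef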
Runt-SMMHC FRET: Runt domain-CBFb-SMMHC interaction inhibition. Cerulean-Runt/Venus-CBFb-SMMHC FRET ratio 530/480, 1 h. inhibition, % at 20 µM. actives 0.74% (n = 220,000);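 active = mean inhibition across duplicate retests at 20 µM reaching about 50%, limit read from the data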;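 note: 0% = DMSO wells and 100% = wells with excess untagged CBFb-SMMHC; inhibitors lower the FRET ratio by blocking Runt binding to CBFb-SMMHC; some results filed as inactive read as strong as hits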
KLK5 inh: blocks human kallikrein 5 protease activity | actives 0.59% (n = 210,000) | AID 873 | inhibition, % at 5 µM | recombinant hK5, fluorogenic AMC substrate cleavage;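 active = inhibition of 40% or more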;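 note: 0% = enzyme controls without compound and 100% = no-enzyme blanks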
Target sequence (Q9Y337 67-293 limits assumed): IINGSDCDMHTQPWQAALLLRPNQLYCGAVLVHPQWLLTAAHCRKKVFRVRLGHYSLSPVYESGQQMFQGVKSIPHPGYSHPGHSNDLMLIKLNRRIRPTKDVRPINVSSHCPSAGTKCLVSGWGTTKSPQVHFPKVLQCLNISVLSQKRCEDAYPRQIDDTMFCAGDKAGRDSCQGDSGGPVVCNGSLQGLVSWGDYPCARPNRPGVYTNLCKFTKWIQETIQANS
14-3-3 Bad PPI: disrupts binding of bovine 14-3-3 zeta to phospho-Bad peptide. P63103. TR-FRET 14-3-3zeta/Dy647-pBad peptide displacement, 1 h. inhibition, % at 21.7 µM. actives 0.71% (n = 220,000);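 active = inhibition above about 70%, limit read from the data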;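 note: 0% = full 14-3-3 plus peptide FRET controls and 100% = background without 14-3-3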
Target sequence (P63103 whole entry, looked up): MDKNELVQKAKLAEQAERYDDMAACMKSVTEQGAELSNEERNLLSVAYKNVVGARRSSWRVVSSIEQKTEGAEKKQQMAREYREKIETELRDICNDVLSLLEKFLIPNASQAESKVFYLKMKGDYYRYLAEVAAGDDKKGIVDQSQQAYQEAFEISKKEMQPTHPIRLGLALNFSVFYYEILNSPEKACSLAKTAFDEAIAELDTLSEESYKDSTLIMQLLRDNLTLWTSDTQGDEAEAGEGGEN
thrombin 1536: blocks human thrombin protease activity | alpha-thrombin, Boc-VPR-AMC fluorogenic substrate cleavage | AID 1046 | actives 0.26% (n = 220,000) | inhibition, % at 5 µM | P00734;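 active = inhibition at or above 40%; inactive = inhibition below 40%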;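 note: 0% = enzyme with no compound and 100% = wells without enzyme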
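System: Human alpha-thrombin protein | Medium: pH 7.5 Tris (50 mM) with NaCl 150 mM, Tween 20 0.05% | Times: Enzyme reaction carried out at room temperature | Detection: AMC fluorescence, 355/460 nm | Evaluation: Percent inhibition scaled between no-compound controls and no-enzyme blanks | Benchmarks: Enzyme without compound as high, wells lacking enzyme as low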
FXIa inh 1536: inhibitors of human coagulation factor XIa | P03951 | purified FXIa, Boc-Glu-Ala-Arg-AMC fluorogenic substrate | inhibition, % at 5 µM | actives 0.14% (n = 220,000) | AID 798;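 active = inhibition of at least 40%; inactive = inhibition below 40%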;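 note: fluorescence of freed AMC excited at 355 nm; 0% = enzyme without compound and 100% = no enzyme blank; many of its hits are not listed in these tables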
Wee1 stabilizer: human Wee1 degradation inhibition, primary screen | P30291 | HeLa Luc-Wee1K328M stability, luciferase luminescence; 100% = proteasome inhibitor MG132 effect | reporter increase, % at 5 µM | actives 1.2% (n = 220,000);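 active = activation above the mean of all tested compounds plus 3 SD, set per screening run, cut at about 8.8% in these data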;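 note: cells exposed to compound for 20 h before luminescence read; 0% = DMSO alone and 100% = MG132 at 30 µM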
Target sequence (P30291 whole entry K328M): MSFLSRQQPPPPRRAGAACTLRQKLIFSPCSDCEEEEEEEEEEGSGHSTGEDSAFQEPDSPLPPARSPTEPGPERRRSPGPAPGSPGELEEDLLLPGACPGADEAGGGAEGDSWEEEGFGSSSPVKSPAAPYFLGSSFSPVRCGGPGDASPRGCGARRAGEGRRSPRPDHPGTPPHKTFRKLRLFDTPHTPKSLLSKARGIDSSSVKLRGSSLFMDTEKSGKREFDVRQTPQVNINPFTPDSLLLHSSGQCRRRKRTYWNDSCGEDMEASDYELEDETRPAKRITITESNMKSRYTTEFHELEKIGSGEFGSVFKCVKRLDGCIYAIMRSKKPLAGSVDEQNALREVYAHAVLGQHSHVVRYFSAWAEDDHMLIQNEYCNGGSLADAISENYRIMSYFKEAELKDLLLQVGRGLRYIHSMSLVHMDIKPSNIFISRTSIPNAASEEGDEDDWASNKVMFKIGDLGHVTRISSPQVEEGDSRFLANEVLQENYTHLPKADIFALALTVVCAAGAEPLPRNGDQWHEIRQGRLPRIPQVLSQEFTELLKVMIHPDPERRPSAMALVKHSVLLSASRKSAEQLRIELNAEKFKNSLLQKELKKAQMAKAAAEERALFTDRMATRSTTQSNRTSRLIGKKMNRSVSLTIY
Runt-CBFb FRET: inhibitors of human RUNX1 Runt domain binding to CBFb; Q01196+Q13951; Cerulean-Runt/Venus-CBFb FRET ratio 530/480, 1 h; inhibition, % at 20 µM; actives 0.46% (n = 220,000); AID 1496;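 active = inhibition over about 50% at 20 µM in the single-dose screen, limit read from the data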;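 note: 0% = DMSO wells and 100% = excess unlabeled CBFb competitor control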
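System: Cerulean-labeled Runt domain protein | Quantity: 100 nM of each labeled protein | Schedule: 1 h compound exposure, room temperature | Detection: Fluorescence energy transfer, 422 nm excitation, 530/480 nm emission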
FXIIa inh: blocks human coagulation factor XIIa protease activity; purified FXIIa, Boc-QGR-AMC fluorogenic substrate, 2 h; inhibition, % at 5 µM; actives 0.3% (n = 220,000); AID 800; in the data active = inhibition above about 40%;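 note: 0% = enzyme with no compound and 100% = blank without enzyme; many of its hits are not listed in these tables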
Active calls of the source: *; . = no result given; [ ] = another dose, or the depositor's remark.

Start of the data: the first 2 entries, ahead of the listing:
Runt-SMMHC FRET	Wee1 stabilizer	FXIa inh 1536	Runt-CBFb FRET	FXIIa inh	thrombin 1536	Hck Nef HTS	14-3-3 Bad PPI	KLK5 inh	SMILES
0	2	-6	1	9	3	1	-5	-16	COc1ccc(N2C(=O)CC(Sc3ncccc3C(=O)O)C2=O)cc1 (stereo not drawn)
0	1	1	-1	12	-1	14	-4	1	CS/C(N)=N/S(=O)(=O)c1ccc(NC(C)=O)cc1

This part in full, previewed entries included:
Runt-SMMHC FRET	Wee1 stabilizer	FXIa inh 1536	Runt-CBFb FRET	FXIIa inh	thrombin 1536	Hck Nef HTS	14-3-3 Bad PPI	KLK5 inh	SMILES
0	2	-6	1	9	3	1	-5	-16	COc1ccc(N2C(=O)CC(Sc3ncccc3C(=O)O)C2=O)cc1 (stereo not drawn)
0	1	1	-1	12	-1	14	-4	1	CS/C(N)=N/S(=O)(=O)c1ccc(NC(C)=O)cc1
-2	3	-7	3	-5	5	-21	-11	-25	Cc1c(NC(=O)CSc2nnnn2-c2ccc(O)cc2)c(=O)n(-c2ccccc2)n1C
3	-3	-2	1	8	2	24	-6	3	NC(=O)c1nsc(C(=O)N(CC(=O)NC2CCCC2)Cc2ccc3c(c2)OCO3)c1N
-3	1	-5	1	0	-4	19	-2	-6	CS(=O)(=O)N1CCN(CCN2C(=O)c3cccc4cccc(c34)C2=O)CC1
0	3	-2	-2	7	-6	18	-6	1	O=C(CCC(=O)N(CC(=O)NC1CCCC1)Cc1cccs1)Nc1nccs1
0	0	-1	-2	8	4	-1	34[fluorescence artefact?]	3	COc1ccc(/C(O)=C2/C(=O)C(=O)N(CC3CCCO3)C2c2ccc(OC)c(OC)c2)cc1 (stereo not drawn)
5	2	4	-1	11	-6	3	2	1	O=C(NCCc1c[nH]c2ccccc12)/C(=C\c1cccs1)NC(=O)c1ccccc1
0	-3	0	0	12	2	-9	6	-9	C=CCNC(=O)CCCC(=O)NCC=C
-1	-3	2	-2	8	-5	-2	-2	15	COc1ccc(OC)c(NC(=O)CNC(=O)Cn2cnc3ccccc3c2=O)c1
0	-1	0	1	21	3	1	6[fluorescence artefact?]	-16	CCC(CC)NC(=O)c1ccccc1Oc1ccccc1
.	-1	-5	.	7	5	25	-8	-4	COc1cc(NC(=O)c2ccccc2Cl)c(OC)cc1NC(=O)CN1CCCCC1
-3	5	-2	-1	-1	-7	12	-1	-5	CCCOc1ccc(/C=N/NC(=O)CSc2ccccn2)cc1OC
-8	-2	6	-2	11	4	0	-9[fluorescence artefact?]	-9	Cc1cc(Cl)ccc1Oc1nccc(N(C)C)c1C#N
-4	8	-17	-1	7	-3	1	-3	-32	CCCC(=O)Nc1nc2ccc3nc(C)sc3c2s1

Runt-SMMHC FRET	Wee1 stabilizer	FXIa inh 1536	Runt-CBFb FRET	FXIIa inh	thrombin 1536	Hck Nef HTS	14-3-3 Bad PPI	KLK5 inh	SMILES
13	.	-1	5	10	-2	32	-4	1	COC(=O)CCCC1=CC2=CC(=O)C(C)(OC(=O)CCc3ccccc3)C(=O)C2=CO1 (stereo not drawn)
0	-2	-3	1	-1	7	-2	5[fluorescence artefact?]	0	O=C(N/N=C/c1ccc(-c2cccc(C(F)(F)F)c2)o1)c1ccccc1Br
0	0	-6	.	-1	2	6	6	1	COc1ccc(/C=N/n2cnc3c([nH]c4ccccc43)c2=O)cc1COc1ccccn1
0	-2	-2	-1	9	-6	2	-3	.	CCOc1cc([C@@H]2C[C@H]3CN(c4ccccc4)C(=O)[C@]34CCCN24)ccc1OC
3	-2	-1	-1	17	-10	0	1[fluorescence artefact?]	-11	CC(C)NC(=O)c1ccccc1-c1nc(-c2ccccc2Cl)no1
-8	4	3	0	11	-4	-1	5	-12	CCOC(=O)c1ccc(NC(=O)CSc2nc3c(c(=O)n2C)SC(C)C3)cc1 (stereo not drawn)
-2	2	-2	2	9	-4	27	-9	6	Cc1cc(C)c2cccc(N)c2n1
-1	-1	-5	0	2	-6	21	-2	-5	Cc1ccc(NC(=O)C2CC(=O)n3c(nc4ccccc43)N2)cc1C (stereo not drawn)
1	0	5	-1	8	-7	10	-6	-16	CC1=C(C(=O)Nc2ccccn2)C(c2ccc(Br)cc2)NC(=S)N1 (stereo not drawn)
0	1	9	0	14	1	66*	-3	-1	Cc1nn(-c2ccccc2)c(C)c1-c1cc(C(=O)N/N=C/c2ccc(O)cc2)[nH]n1
-4	-3	3	-1	7	-3	0	-6	-9	COCCNC(=O)C(=O)NCC1OCCCN1S(=O)(=O)c1cccs1 (stereo not drawn)
0	-1	6	-1	9	-2	3	16	-4	CCc1nnc2c(N(C)C)nc3ccccc3n12
-2	-3	-13	0	-2	-7	1	-6[fluorescence artefact?]	9	Cc1ccccc1N1CN(Cc2ccco2)CNC1=S
1	3	-1	0	11	-4	7	-11	-7	COC(=O)/C(=C\Nc1ccccc1)NC(=O)c1ccc(Cl)cc1Cl
0	6	12	-1	16	3	-10	61[fluorescence artefact?]	-3	CCCCc1nc2ccccc2c(NC(=O)CN2CCN(C)CC2)c1CCC

Runt-SMMHC FRET	Wee1 stabilizer	FXIa inh 1536	Runt-CBFb FRET	FXIIa inh	thrombin 1536	Hck Nef HTS	14-3-3 Bad PPI	KLK5 inh	SMILES
1	-1	-20	2	2	-7	-2	1	7	Cc1cc(C)cc(NC(=O)Nc2cc(S(=O)(=O)N(C)C)ccc2C)c1
-1	0	-2	2	2	-15	30	5	-2	O=C1c2ccccc2C(=O)N1c1ccc(Cc2ccncc2)cc1
-1	-2	-5	1	1	0	21	2	7	OC1(c2ccccc2Cl)NN=C2CCCCCN21 (stereo not drawn)
4	-2	13	1	23	7	4	-22	4	CC(=O)N(CN1C(=O)c2ccccc2C1=O)c1ccccc1
-29	0	-3	0	-2	-2	2	49	-2	O=C(O)c1cscn1
1	-3	-5	0	-2	5	7	18	-19	CC(Sc1n[nH]c(N)n1)C(=O)Nc1ccccc1-c1ccccc1 (stereo not drawn)
0	0	-12	1	-9	-11	2	6	-38	FC(F)(F)c1nc2nncn2c2c1CCCCC2
-4	-1	3	-1	16	2	1	-9	-17	N#CCCn1nc(-c2ccccc2)cc1-n1c(C(F)(F)F)nc2ccccc21
1	3	6	0	15	17	1	1	2	O=C(CNS(=O)(=O)c1ccc(Br)s1)NCC1COc2ccccc2O1 (stereo not drawn)
-3	-1	10	-5	11	0	3	-2	-6	CC(C)CN(C(=O)CSc1nn(-c2ccc(Cl)cc2)c(=S)s1)C1CCS(=O)(=O)C1 (stereo not drawn)
0	-2	-3	-1	-1	-9	-1	-16	-2	Cc1cc(N(C)NC(=S)Nc2ccccc2)nc(C)n1
12	-2	-3	10	6	-3	8	7	-3	COc1cc(/C=N\NC(=O)C2C(=O)NCC2c2ccccc2)cc(OC)c1O (stereo not drawn)
4	6	-2	2	0	-3	3	-10	-41	COc1ccc(OC)c2sc(N3CCCCC3)nc12
-4	-1	6	1	10	-3	19	5	3	O=C(Cc1c[nH]c2ccccc12)Nc1ccc(N2CCOCC2)cc1
4	1	12	3	17	1	9	-2	-10	CCCNC(=O)C(=O)Nc1ccc(N(C)C)cc1

Runt-SMMHC FRET	Wee1 stabilizer	FXIa inh 1536	Runt-CBFb FRET	FXIIa inh	thrombin 1536	Hck Nef HTS	14-3-3 Bad PPI	KLK5 inh	SMILES
4	-1	7	-1	12	-3	6	5	-4	Cc1ccccc1OCC(=O)Nc1ccccc1-c1ccccc1NC(=O)COc1ccccc1C
-3	1	1	-3	-2	2	-23	-3	-11	COC(=O)c1ccc(COc2cccc(C)c2C)cc1
0	-2	-2	-1	6	-6	-11	-2[fluorescence artefact?]	-15	Cc1nn(CC(=O)NCc2ccc(Cl)cc2)c(C)c1[N+](=O)[O-]
3	2	-10	1	4	-5	0	-3	10	Cc1ccc(NS(=O)(=O)c2cc(C(=O)N3CCOCC3)ccc2C)cc1
3	2	2	.	16	0	1	6	-8	COC(=O)NCC(c1cccnc1)N1CCN(c2ccccc2)CC1 (stereo not drawn)
1	0	-3	-1	-1	-8	-3	-12	.	CCn1nc(C)cc1C(=O)N1CCCC(CCC(=O)NCc2ccccc2F)C1 (stereo not drawn)
-1	5	2	-8	12	-11	1	-5[fluorescence artefact?]	-7	CCCCc1ccc(S(=O)(=O)N2CCN(C(=O)c3ccco3)CC2)cc1
-1	2	-4	-2	2	-18	15	-4	-1	O=C(CCC(=O)N1CCN(c2ccccc2)CC1)Nc1nnc(C2CCCCC2)s1
-2	3	0	2	14	3	-17	2	2	CCOc1ccc(C2NC(=S)NC3=C2CCc2ccccc23)cc1 (stereo not drawn)
-1	-2	-8	-3	-11	-5	-3	-1	-15	CC1CCCN(S(=O)(=O)c2ccc3c(c2)CCN3C(=O)C2CCC2)C1 (stereo not drawn)
-4	5	5	1	10	0	22	-12	12	C=CCn1c(SCC(=O)c2c(N)n(C)c(=O)n(C)c2=O)nnc1-c1ccccc1F
3	0	3	-3	9	0	2	-6	-2	CCOC(=O)c1ccccc1N/C=C1\CCCCC1=O
0	1	21	0	24	3	0	7	-13	Cc1nc2ccccc2c2oc(C(=O)Nc3ccc4c(c3)OCCO4)cc12
1	1	7	-2	13	2	1	-2	0	CC(=O)C1=C(O)C(=O)N(CCN(C)C)C1c1ccc(Cl)cc1 (stereo not drawn)
-1	3	-8	-4	3	-4	-4	-1	-13	O=C(NC1CCCC1)c1ccc(CSc2nc3ccncc3n2Cc2ccc(F)cc2)cc1

Runt-SMMHC FRET	Wee1 stabilizer	FXIa inh 1536	Runt-CBFb FRET	FXIIa inh	thrombin 1536	Hck Nef HTS	14-3-3 Bad PPI	KLK5 inh	SMILES
3	1	5	-6	9	-2	1	-10	-22	N#CC(c1ccccc1)N(CCCCl)C(=O)c1ccc(Br)cc1 (stereo not drawn)
82*	-1	-16	66*	-36	-5	33	.	-329	COc1cccc2sc(Nc3nc(C)c(C(C)=O)s3)nc12
-2	1	-4	1	0	-12	3	-12	-18	COc1ccc(NC(=O)C(c2ccccc2)N(C)C(=O)c2ccc(=O)[nH]c2)cc1 (stereo not drawn)
0	-3	-5	2	11	3	1	0	-5	Cc1cc(C)n(S(=O)(=O)c2ccc(C)c(C)c2C)n1
0	1	31	4	26	27	32	3	23	Cc1cc(C)c(CN2CCN(Cc3ccc(C)o3)C(CCO)C2)c(-n2cccn2)c1 (stereo not drawn)
4	-1	-1	2	9	2	21	-13	1	COCCn1c(C)cc(C(=O)Cn2nc(C(=O)O)c3ccccc3c2=O)c1C
-9	3	1	1	13	2	0	-11	-9	C=CCn1c(Cc2cccs2)nnc1SC/C=C/c1ccccc1
4	1	-2	5	18	1	-1	-9[fluorescence artefact?]	16	Cc1cccc(-n2c(Cn3nc(C)c([N+](=O)[O-])c3C)n[nH]c2=S)c1
-4	1	5	.	15	0	1	-5	-17	Cc1ccc(Sc2cc(N3CCOCC3)nc(-c3ccccc3)n2)cc1
2	-1	-13	0	-11	6	2	-5	11	CCOc1ccccc1NC(=O)N1CCCC1C(=O)Nc1ccc(-n2cnnn2)c(C)c1 (stereo not drawn)
2	-2	1	-2	5	-1	-43	-14	.	CSc1ccc(S(=O)(=O)NCCCOC(C)C)cc1
3	6	5	-2	12	-4	3	9	-1	CCc1cccc2c(C(=O)COC(=O)c3ccccc3)c[nH]c12
0	0	-3	1	4	-6	1	0	3	Cc1cccc(C)c1Nc1ncnc(N)c1[N+](=O)[O-]
